TDP1 cell noCPT = qHTS for Inhibitors of human tyrosyl-DNA phosphodiesterase 1 (TDP1): qHTS in cells in absence of CPT | DT40 Tdp1-/- hTDP1 cells, no CPT, ATP luminescence, 48 h | Potency, µM (doses to about 46.2 µM), for the others: at the highest dose activity change, negative = growth inhibition, hits mostly inhibitors | 420,000 compounds, 15% hits; further: nearly all actives have a fitted effect of over 55% in size
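Readout: luminescence from CellTiter-Glo after 30 min in the dark at RT. Cells: DT40 Tdp1-/- with stable hTDP1, 400/well. Exposure: compounds alone, ≥48 hr, 37 °C.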
DT40 TDP1 CPT = DT40-hTDP1 cell growth loss with CPT. chicken DT40 Tdp1-/-;hTDP1 cells + 20 nM CPT, ATP luminescence, 48 h. Potency, µM (doses to about 46.2 µM), for inactives: at the highest dose activity change, negative = growth inhibition, actives largely listed as inhibitors. 420,000 compounds, 12% hits. AID 686979; further: nearly all actives have a fitted effect of over 55% in size
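Chicken DT40 Tdp1-/- cells complemented with human TDP1, 400 cells/well, exposed to compounds plus 20 nM camptothecin for at least 48 h at 37 C; viability read as ATP content by CellTiter-Glo luminescence.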
TDP1 inh = inhibitors of human tyrosyl-DNA phosphodiesterase TDP1 | recombinant TDP1, AlphaScreen DNA substrate cleavage | Potency, µM (titrated, usually from 130 µM), without a hit: at the top dose activity change, negative = inhibition, usual class: inhibitors | 350,000 compounds, 0.28% hits | AID 485290; further: nearly all actives have a fitted effect of over 40% in size
Target sequence (Q9NUW8 whole entry, looked up): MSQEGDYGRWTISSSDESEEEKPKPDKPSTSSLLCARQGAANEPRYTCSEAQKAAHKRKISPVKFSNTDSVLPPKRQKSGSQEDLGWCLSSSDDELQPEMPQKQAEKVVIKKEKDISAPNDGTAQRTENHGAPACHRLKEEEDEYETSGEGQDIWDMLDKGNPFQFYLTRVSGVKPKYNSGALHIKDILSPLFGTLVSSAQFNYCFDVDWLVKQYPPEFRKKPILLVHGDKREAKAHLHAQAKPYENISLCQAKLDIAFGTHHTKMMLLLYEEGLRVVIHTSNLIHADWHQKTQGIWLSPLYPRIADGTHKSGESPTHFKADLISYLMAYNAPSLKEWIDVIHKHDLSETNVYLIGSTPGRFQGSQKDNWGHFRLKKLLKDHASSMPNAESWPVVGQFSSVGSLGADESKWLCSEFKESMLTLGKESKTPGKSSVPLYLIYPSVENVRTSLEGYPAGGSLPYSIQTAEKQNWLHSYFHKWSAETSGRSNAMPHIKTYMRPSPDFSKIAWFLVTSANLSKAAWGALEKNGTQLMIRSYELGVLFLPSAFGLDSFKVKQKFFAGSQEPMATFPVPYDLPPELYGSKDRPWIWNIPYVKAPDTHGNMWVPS
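E. coli-derived human Tdp1, 1 nM final. Cpd preinc 15 min RT; substrate 15 nM final, 5 min RT; AS bead mix 10 ug/ml final, 10 min RT. Signal loss = tyrosine-FITC cleavage. No-enzyme wells = max signal.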
Active calls of the source: *; ? = inconclusive; . = no result given; & = joins results of further samples; [ ] = dose if it differs, or a comment. The call rests on the fitted dose curve; in most records, active means well fitted curve in the direction sought with a large enough effect; inconclusive means small, poorly fitted or top-dose-only effect, or another doubt; inactive means no such curve, though single readings can be large; an effect the other way counts as inactive or inconclusive. On the % scale 0 is the no-effect control and ±100 the full control effect; potency means the concentration at half of the fitted maximal effect.

Each structure is followed by: TDP1 cell noCPT, DT40 TDP1 CPT, TDP1 inh
- O=C(NCCc1ccccc1)C1CCN(S(=O)(=O)N2CCCC2)CC1
  -8%, -12%, 8%
- Cc1csc(NC(=O)CCCC(=O)c2ccccc2)n1
  -17%, 17%, .
- O=C(COC(=O)CNS(=O)(=O)c1ccc(F)c(F)c1F)Nc1ccc(OC(F)F)cc1
  7%, -2%, 2%
- COc1ccccc1NC(=O)c1ccc2[nH]c(C)cc(=O)c2c1
  -18%, -28%, 6%
- CC(=O)c1cc(-c2ccccc2)[nH]c1N1CCCC1
  ?, 16µM*, 0%
- COc1ccc(NS(=O)(=O)c2ccc3c(c2)CCC(=O)N3)cc1O
  4%, ?, -4%
- CSc1nn(CC(=O)Nc2ccc(C)cc2C)c(N)c1S(=O)(=O)c1ccc(Cl)cc1
  ?, ?, 10%
- c1ccc(-n2cccc2)c(N2CCCCC2)c1
  ?, -17%, -1%
- COc1ccc(/C=N/NC(=O)Nc2nonc2N)cc1
  -12%, -6%, -2%
- O=C1N(Cc2cccnc2)C[C@@H]2C[C@@H](c3ccc4nonc4c3)N3CCC[C@@]123
  -23%, -8%, 2%
- COc1ccc(NC(=O)CSc2cn(CC(=O)N3CCCCC3)c3ccccc23)c(OC)c1
  ?, ?, 8%
- CCC(=O)c1ccc(OC(=O)c2ccc(Br)o2)cc1
  7%, 8%, .
- O=C(COCc1cc(-c2cccs2)on1)NCc1ccc(Cl)cc1
  -13%, -3%, 7%
- CCOC(=O)C1(CCCc2ccccc2)CCN(C(=O)C2=C(C)OCCO2)CC1
  21µM*, ?, .
- CCOC(=O)c1c(N)sc2c1CCSC2
  ?, -19%, 4%
- CC(=O)Nn1cnc2c(c1=O)C1(CCCC1)Cc1ccccc1-2
  0%, -1%, -3%
- O=c1nc2sc3ccccc3n2c(=O)n1-c1cccc(Cl)c1
  ?, ?, 5%
- Cc1ccccc1NC(=O)c1cc2c(=O)n3cccc(C)c3nc2s1
  -26%, -1%, 12%
- OC(CNCCN1CCNCC1)Cc1ccccc1 (stereo not given)
  -7%, 0%, .
- COc1cc(CN2C[C@@H](CO)O[C@@H](n3cnc4c(NCCCO)ncnc43)C2)cc(OC)c1OC
  4%, 1%, .
- Fc1ccc(/C=N/N2CCN(Cc3ccccc3)CC2)cc1
  ?, -26%, 9%
- CCCc1nn2c(=O)cc(COC(=O)c3ccc(NC(=O)COc4ccccc4F)cc3)nc2s1
  ?, ?, 4%
- CC(=O)Nc1ccc(S(=O)(=O)Nc2ccc(S(=O)(=O)Nc3nc(C)cc(C)n3)cc2)cc1
  -24%, 0%, 6%
- COc1ccc(NC(=S)NC(NC(=O)c2ccc(Cl)cc2Cl)C(Cl)(Cl)Cl)c([N+](=O)[O-])c1 (stereo not given)
  ?, ?, 8%
- COc1ccc(-c2ccc(C(=O)NCc3ccc(N(C)C)cc3)c3occc23)c(C)c1
  16µM*, ?, .
- O=C(c1cc(S(=O)(=O)N2CCOCC2)ccc1Cl)N1CCc2ccccc2C1
  ?, -30%, 4%
- O=C(COc1ccccc1Cl)NNC(=O)c1ccc(-n2cncn2)c([N+](=O)[O-])c1
  -9%, ?, 1%
- CCOC(=O)c1sc2nc(NC(=O)COc3ccccc3)sc2c1C
  18µM*, ?, -1%
- CC(C)C(C(=O)NC1CCCC1)N1CCC(O)(c2ccc(Cl)cc2)CC1 (stereo not given)
  ?, ?, .
- O=C1C2CCCN2C(c2cccc(Br)c2)N1c1ccc(F)cc1 (stereo not given)
  -16%, -25%, 5%

Reprinted from the part before: six entries; new compounds follow.
Each structure is followed by: TDP1 cell noCPT, DT40 TDP1 CPT, TDP1 inh
- COc1ccc(-c2ccc(C(=O)NCc3ccc(N(C)C)cc3)c3occc23)c(C)c1
  16µM*, ?, .
- O=C(c1cc(S(=O)(=O)N2CCOCC2)ccc1Cl)N1CCc2ccccc2C1
  ?, -30%, 4%
- O=C(COc1ccccc1Cl)NNC(=O)c1ccc(-n2cncn2)c([N+](=O)[O-])c1
  -9%, ?, 1%
- CCOC(=O)c1sc2nc(NC(=O)COc3ccccc3)sc2c1C
  18µM*, ?, -1%
- CC(C)C(C(=O)NC1CCCC1)N1CCC(O)(c2ccc(Cl)cc2)CC1 (stereo not given)
  ?, ?, .
- O=C1C2CCCN2C(c2cccc(Br)c2)N1c1ccc(F)cc1 (stereo not given)
  -16%, -25%, 5%
- COC(=O)/C(C#N)=C/c1c(N2CCN(Cc3ccc4c(c3)OCO4)CC2)nc2c(C)cccn2c1=O
  -10%, 12%, 6%
- CCOC(=O)N1CCN(c2c(-c3ccc(C(C)C)cc3)c(=O)c2=O)CC1
  -24%, -14%, 0%
- Cn1cnc([N+](=O)[O-])c1C(=O)Nc1cccc([N+](=O)[O-])c1
  2%, -1%, 2%
- CC1(C(=O)NS(=O)(=O)c2ccc(C#N)cc2)CCN1C(=O)c1cccc2ccccc12 (stereo not given)
  -3%, 5%, .
- Cc1cccc(NC(NC(=O)Cc2ccccc2)C(Cl)(Cl)Cl)c1 (stereo not given)
  21µM*, 18µM*, 3%
- COc1ccc(NC(=O)C2CCCN(S(=O)(=O)c3ccc4c(c3)CCCN4C(C)=O)C2)cc1 (stereo not given)
  ?, ?, 1%&-7%
- Cc1ccc(/C=N/Nc2nc3ccccc3[nH]2)s1
  ?, 15µM*, 8%
- Cc1c(Br)c(C(F)(F)F)nn1CC(=O)N(C)C1CCCCC1
  -2%, -7%, .
- Cc1ccc(S(=O)(=O)N2[C@@H](c3ccc(F)cc3)C(C(=O)O)=CC[C@H]2c2ccc3c(c2)OCO3)cc1
  3%, 0%, 2%
- CCC(=O)N1CCc2cc(S(=O)(=O)NCCC(=O)NCc3ccc(OC)cc3)ccc21
  ?, ?, 2%
- CCC(=O)Nc1ccc(Cl)c(NC(=O)c2ccc([N+](=O)[O-])cc2)c1
  ?, ?, 5%
- C=CCn1c(SCC(=O)NNC(=O)Nc2ccc(C)cc2)nnc1-c1ccccc1
  0%, 11%, .
- O=C(O)c1ccc(NC(=S)NC(=O)c2ccc3ccccc3c2)cc1
  -3%, -1%, 32µM*
- CS(=O)(=O)c1ccc2nc(NC(=O)CCNC(=O)c3ccccc3Cl)sc2c1
  ?, ?, 1%[56.1 µM]
- O=C(Cc1ccccc1)NC1CCN(Cc2ccccc2)CC1
  -5%, -1%, -4%
- CC1(C(=O)Nc2cccc3cccnc23)CCN1Cc1ccc(-c2ccccc2)o1 (stereo not given)
  18µM*, 23µM*, .
- Cn1c(=O)c(=O)n(C)c2cc(S(=O)(=O)N3CCN(Cc4ccccc4)CC3)ccc21
  ?, -9%, 3%
- CCn1nc(C)c(CCN(C)C(=O)Nc2cc(Cl)ccc2C)c1C
  ?, -3%, 4%
- CC(=O)N1CCN(S(=O)(=O)c2ccc(Cl)cc2F)CC1
  -1%, 33%[activator], 5%
- Cc1ccc(NC(=S)N2CCC(NC(=O)c3ccc(F)cc3)CC2)cc1
  -15%, -28%, -3%
- CN(CC(=O)Nc1ccc(F)c(F)c1F)C(=O)c1ccc2c(c1)OCCO2
  1%, 3%, 0%
- CC(O)(CS(=O)(=O)c1ccc(Br)cc1)c1ccccc1 (stereo not given)
  18%, -4%, .
- Cc1noc(C)c1CSCC(=O)Nc1nc2ccccc2s1
  ?, ?, 3%
- CCc1ccccc1NC(=S)N(CCN1CCOCC1)Cc1ccccc1F
  ?, ?, 0%
- O=C1CN(C(=O)CNC(=O)c2cccc(Cl)c2)c2ccccc2N1
  2%, 2%, 5%
- N#Cc1ccccc1OCC(=O)N(Cc1nnc(-c2ccccc2Cl)o1)C1CC1
  16µM*, ?, -5%
- COc1cccc(NC(=O)CCNS(=O)(=O)c2ccc3c(c2)oc(=O)n3C)c1
  -20%&-27%, 29%&-28%, 0%&1%
- CCN(CC)S(=O)(=O)c1ccc(C(=O)Nc2nnc(CSC)o2)cc1
  24%, 9%, 6%
- O=C(Nc1ccccc1)C(c1ccccc1)C1CCCC1 (stereo not given)
  -22%, -6%, 3%
- CC1(C)NC(=O)NC2(C)NC(=O)NC(C)(C)C12 (stereo not given)
  -18%, -4%, 5%

Other entries
Structure | TDP1 cell noCPT | DT40 TDP1 CPT | TDP1 inh
CCC(CC)C(=O)Nc1cccc(S(=O)(=O)c2cccc(NC(=O)C(CC)CC)c2)c1 | -2% | -17% | 5%
Nc1ccc2c(c1)C(=O)c1cc(N)c(Cl)cc1-2 | -19% | 2% | .
COc1ccc(C(C(=O)NC2CCCC2)N(C(=O)c2snc(C(N)=O)c2N)C2CCCC2)cc1OC (stereo not given) | 8% | -15% | .
CN1CCN(C(=O)CN2C(=O)CC(C)(C)S(=O)(=O)c3ccccc32)CC1 | -4% | -2% | 3%
CC(=O)Nc1ccc(C(=O)n2cnc3cc(C)c(C)cc32)cc1 | -110% | -114% | 2%
COc1ccc(NC(=O)CSc2nnc3n2CCCCC3)cc1S(=O)(=O)N1CCOCC1 | -9% | -4% | -8%
O=c1cc(CN2CCCCC2)c2c(ccc3ccccc32)o1 | ? | ? | .
CSCCC(C(=O)NC1CCCC1)n1c(C2CCCC2)nc2ccccc21 (stereo not given) | ? | ? | .
COc1ccccc1-c1nc(SCC(=O)Nc2ccccc2)n[nH]1 | -20% | -24% | 2%
C=CCN1C(=O)c2ccc(C(=O)N(C)CC(=O)Nc3c(C)cccc3C)cc2C1=O | 3% | -15% | 8%
Cc1cc(C)c2c(=O)cc(C(=O)Nc3ccccc3Cl)oc2c1 | ? | -26% | -1%
Fc1ccccc1Nc1nc2ccccc2o1 | ? | -3% | .
Cc1cccc(NC(=O)CN2CCN(C(=O)C3CCCO3)CC2)c1C (stereo not given) | -5% | -21% | 1%
COc1ccc(-n2nnnc2-c2nc3ccccc3s2)cc1 | -25% | 13% | 3%
Cc1cc(N2CCCCC2)nc2ccc(NC(=O)/C=C/c3ccc(OCCC(C)C)cc3)cc12 | 18µM* | -110% | 6%
CCCCc1ccc(NC(=O)N2CCNC(=O)C2CC(=O)Nc2ccsc2C(=O)OC)cc1 (stereo not given) | -20% | 10% | .
CC(=O)Nc1ccc(OCC[n+]2cccc(C(N)=O)c2)cc1 | -16% | -14% | -1%
CN1CCN(c2ccc(C(=O)c3ccc(Br)cc3)cc2[N+](=O)[O-])CC1 | 15µM* | ? | 9%
CCOc1ccccc1CNC(=O)CCc1c(C)nn(-c2ccc(N3CCCCC3)nn2)c1C | 21µM* | ? | 5%
CCCCNC(=O)c1nc(C2CCN(S(=O)(=O)c3cccc(C(F)(F)F)c3)CC2)oc1-c1cccc(C(F)(F)F)c1 | 6% | 0% | .
O=C(CSc1nc2ccccc2[nH]1)Nc1ccccc1F | -36% | -24% | 6%
CCCn1c(COc2cccc(C)c2)nc2ccccc21 | 21µM* | ? | 3%
Cc1cc(C(=O)NC2CCCN(Cc3ccc(Cl)cc3)C2)n(C)n1 (stereo not given) | ? | ? | 3%
O=C(NCc1ccc(OC(F)(F)F)cc1)c1ccc2c(c1)S(=O)(=O)c1ccccc1C2=O | 15µM* | 23µM* | .
CC1CCCN(C(=O)COC(=O)c2cccc(NS(=O)(=O)c3ccccc3)c2)C1 (stereo not given) | -9% | -7% | 1%
C=CCN(CC=C)C(=O)C1CCN(Cc2ccc(OCc3ccccc3)cc2)CC1 | ? | ? | .
COc1ccc(/C=N/Nc2nc(C)c([N+](=O)[O-])c(N(C)c3ccccc3)n2)cc1OC | -21% | -14% | 4%
Cc1ccc(C(=O)N/C(=C\c2ccco2)C(=O)NCCc2c[nH]c3ccccc23)cc1 | ? | -9% | -5%
CCC(=O)Nc1cccc(-c2nc3ccc(C)cc3o2)c1 | ? | 0% | 6%
C[C@H]1CN([C@@H](C)CO)C(=O)CCCn2nncc2CO[C@@H]1CN(C)C(=O)Nc1ccnc(N2CCOCC2)c1 | ? | -12% | .
Cc1c(CCOC(=O)c2cccc([N+](=O)[O-])c2)sc[n+]1CC(=O)c1ccccc1 | ? | 8.2µM* | 0%
CCc1c(O)nc2ccccn2c1=O | 8% | 0% | -3%
C=CCc1ccc(OCC(O)COc2ccc(CC=C)cc2OC)c(OC)c1 | -20% | -25% | 4%
COCCNC(=O)c1cc(-c2ccccc2C)n(CC2CC(c3cccc([N+](=O)[O-])c3)=NO2)n1 (stereo not given) | ? | ? | 5%
CCOC(=O)C1=CCN(S(=O)(=O)c2ccc(C)cc2)[C@H]1c1ccccc1Cl | ? | ? | .

High-throughput results (PubChem)
